# Compound activity as filed in PubChem BioAssay.
# KCNQ1 block – inhibitors of human KCNQ1 channel, primary screen, cell-based, thallium flux, high-throughput; Potassium voltage-gated channel subfamily KQT member 1 (Homo sapiens), P51787; CHO-K1 KCNQ1, FluxOR thallium flux fluorescence; hits give high values; B-score at 10 µM; 1.3% of 310,000 active;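 active means compounds whose thallium flux B-score, printed positive for inhibition, exceeds three library SD while starting fluorescence stays within three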;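 further: channel opened by potassium depolarization with thallium stimulus after 20 min compound exposure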
# KCNQ1 act – potentiators or activators of KCNQ1 channel, primary screen, cell-based, thallium flux, high-throughput; Potassium voltage-gated channel subfamily KQT member 1 (Homo sapiens), P51787; 0.35% of 310,000 active; AID 2648, 2010; B-score at 10 µM; CHO-K1 KCNQ1, thallium flux FluxOR fluorescence; hits give high values;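 active means fluorescence ratio B-score, a plate-corrected score, at least three library SD, with initial intensity B-score within 5 SD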
#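 Material: CHO-K1 cells stably expressing KCNQ1. Medium: assay buffer for compound exposure, DMSO matched across wells. Reagent: K+/Tl+ depolarizing stimulus. Compound dosing: single-concentration screen. Times: 37 °C overnight plating, 90-min dark dye load, 20-min compound pretreatment. Technique: FluxOR Tl+ flux fluorescence.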
# RGS4 inh – RGS4 inhibitors, primary screen, cell-based, HEK293 M3R inducible RGS4, calcium flux; 0.45% of 310,000 active; B-score at 10 µM; Fluo-4 calcium flux; hits give high values; triggered by carbachol at its EC20;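 active means B-score, a plate-corrected calcium signal, over three deviations above library mean, with baseline fluorescence within five deviations of library mean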;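 further: RGS4 expression induced by doxycycline in cells with stable M3 receptor; B-score is computed from the integrated fluorescence ratio over baseline after carbachol; higher B-score means a larger calcium signal and so more RGS4 inhibition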
# Target sequence (P49798 whole entry, looked up): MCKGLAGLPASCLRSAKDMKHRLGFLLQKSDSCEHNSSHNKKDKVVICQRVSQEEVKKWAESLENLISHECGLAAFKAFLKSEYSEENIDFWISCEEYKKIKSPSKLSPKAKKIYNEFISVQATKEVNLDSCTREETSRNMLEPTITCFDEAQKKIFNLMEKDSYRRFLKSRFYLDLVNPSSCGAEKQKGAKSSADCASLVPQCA
# HDAC3 inhib – HDAC3 deacetylase inhibitors, primary screen, biochemical, fluorescence, cell-free homogeneous; recombinant HDAC3, fluorogenic peptide/trypsin coupled; inhibition, % at 8.3 µM; 0.15% of 320,000 active; AID 2718, 2010; in the data active means inhibition above about 26%, passing the limit was not always enough
# Target sequence (O15379 whole entry, looked up): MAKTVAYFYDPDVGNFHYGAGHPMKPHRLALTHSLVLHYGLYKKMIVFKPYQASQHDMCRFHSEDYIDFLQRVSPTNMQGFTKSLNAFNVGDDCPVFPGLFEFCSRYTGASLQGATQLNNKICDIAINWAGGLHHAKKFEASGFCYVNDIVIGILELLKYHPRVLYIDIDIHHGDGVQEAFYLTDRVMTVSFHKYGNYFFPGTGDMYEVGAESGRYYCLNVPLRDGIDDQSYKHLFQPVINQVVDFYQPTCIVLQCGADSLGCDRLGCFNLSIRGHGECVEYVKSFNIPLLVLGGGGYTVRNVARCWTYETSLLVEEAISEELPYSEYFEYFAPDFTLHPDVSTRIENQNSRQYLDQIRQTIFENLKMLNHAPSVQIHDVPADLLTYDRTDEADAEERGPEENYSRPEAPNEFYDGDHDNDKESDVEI
# TMEM16A act – TMEM16A chloride channel activators or potentiators, primary screen, cell-based, HTS | 0.3% of 340,000 active | B-score at 10 µM | HEK293 TMEM16A/YFP-H148Q/I152L, iodide quench fluorescence; hits give low values | Anoctamin-1 (Mus musculus), Q8BHY3;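 active means fluorescence-ratio B-score plate-corrected deviation score at least 3 library SD below zero, with starting fluorescence score within 5 deviations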;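 further: channel opened by trigger with iodide after compound preincubation; score built on the fluorescence ratio of max minus min over baseline; more negative score means more quench and so TMEM16A activation or potentiation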
# KCNK3 block – human KCNK3 channel inhibitors, primary screen, CHO cells, FluxOR thallium flux, B-score | 0.84% of 340,000 active | FluxOR fluorescence; hits give low values | AID 602410, 2012 | B-score at 10 µM;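 active means B-score under library mean minus 4 SD, starting fluorescence ratio at most library mean plus 5 SD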;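 further: more negative B-score means stronger inhibition of thallium flux through KCNK3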
# Target sequence (O14649 whole entry, looked up): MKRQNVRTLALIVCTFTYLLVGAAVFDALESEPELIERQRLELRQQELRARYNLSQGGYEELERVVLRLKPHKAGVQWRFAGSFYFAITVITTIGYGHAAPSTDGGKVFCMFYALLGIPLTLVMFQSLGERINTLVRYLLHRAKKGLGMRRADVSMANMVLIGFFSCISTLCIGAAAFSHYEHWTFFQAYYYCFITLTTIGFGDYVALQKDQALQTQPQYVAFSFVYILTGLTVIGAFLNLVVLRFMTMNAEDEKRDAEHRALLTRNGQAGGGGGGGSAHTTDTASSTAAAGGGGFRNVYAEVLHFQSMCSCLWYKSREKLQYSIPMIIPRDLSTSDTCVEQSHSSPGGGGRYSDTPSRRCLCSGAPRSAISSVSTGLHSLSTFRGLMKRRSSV
# KCNK9 block – KCNK9 potassium channel inhibitors, primary screen, HEK293 cells, thallium flux; Potassium channel subfamily K member 9 (Homo sapiens), Q9NPC2; FluxOR thallium flux fluorescence; hits give low values; B-score at 10 µM; 1.2% of 310,000 active; AID 488922, 2010;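 active means ratio B-score over 3 SD below the library mean, with starting fluorescence within 5 SD of its mean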;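 further: negative B-score means less thallium flux so channel inhibition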
# hERG protect – hERG rescue from dofetilide block, primary screen, cell-based, CHO-hERG, FluxOR thallium flux, dofetilide IC70 | dofetilide IC70 present | activation (rescue from dofetilide block), less the hit threshold, % at 10 µM | 0.51% of 310,000 active | AID 1511, 2009;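 active means activation above the mean of controls blocked by dofetilide plus 5 SD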;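 further: thallium influx through hERG after potassium depolarization seen as dye fluorescence rise; in these data hits start at about 4.7%; inactives centre near -7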
# SKKanGAS inh – S. pyogenes SKKanGAS growth inhibitors in kanamycin, primary screen, streptokinase expression inhibitor project, SKKanGAS strain, BacTiter-Glo luminescence | 6 h | inhibition, % at 7.5 µM | 1.3% of 300,000 active;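 active means mean replicate score, as percent of positive control median, at least 50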;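 further: strain carries kanamycin resistance gene driven by streptokinase promoter and grows in 40 µg/ml kanamycin; loss of luminescence reflects streptokinase promoter inhibition or plain growth inhibition; 0% = median of DMSO wells and 100% = positive control at its reference dose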
# ANO1 block – TMEM16A chloride channel inhibitors, primary screen, cell-based, HTS; Anoctamin-1 (Mus musculus), Q8BHY3; HEK293 TMEM16A/YFP iodide influx fluorescence, ionomycin; normalized B-score (activity score, 25-100; higher = stronger inhibition) at 10 µM; 1.2% of 310,000 active; AID 588511, 2011;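 active means ratio plate-corrected score three or more library SD toward inhibition, starting fluorescence score within five deviations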;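 further: score derived from kinetic fluorescence span divided by baseline fluorescence per well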
# RGS4 pot – RGS4 potentiators or activators, primary screen, cell-based, HEK293 M3R inducible RGS4, calcium flux. carbachol calcium flux Fluo4; hits give low values. AID 463111, 2010. B-score at 10 µM. 0.92% of 310,000 active;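 active means B-score of the integrated calcium signal more than 4 SD below the library mean, with starting fluorescence not abnormally high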;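 further: negative B-score means reduced calcium response which marks RGS4 activation or potentiation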
#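 test system = HEK293 cells with stable M3R and inducible RGS4 | schedule = recording 10 s baseline at 1 Hz, 100 s post-agonist | technique = Fluo4-AM (2 µM) calcium-flux fluorescence, kinetic read | measure = Agonist-evoked peak-minus-minimum fluorescence over baseline, integrated ratio, B score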
# * marks the source's active call; other numbers are inactive results; i = inactive; x = not tested or not shown. Random draw from the library; 6.3% or so of the library scored in one or more.
SMILES,KCNQ1 block,KCNQ1 act,RGS4 inh,HDAC3 inhib,TMEM16A act,KCNK3 block,KCNK9 block,hERG protect,SKKanGAS inh,ANO1 block,RGS4 pot
CC(C)(C)OC(=O)N/N=C\c1ccc([N+](=O)[O-])s1,i,i,i,6.7,i,i,i,-9.9,11.9,i,i
Cc1ccc(C(=O)O/N=C/c2c(C(F)(F)F)nn(C)c2Sc2ccc(Cl)cc2)cc1,i,i,i,-8.8,i,i,i,-7.1,0.5,i,i
Cc1nc2ccccn2c1C(=O)c1ccccc1,i,i,i,4.4,i,i,i,-7.5,-11.0,i,i
CCCCCc1nnc(NC(=O)C(=O)OCC)s1,i,i,i,5.8,i,i,i,-8.2,-1.5,i,i
O=C(NCc1ccccn1)c1nc(-c2cccs2)no1,i,i,i,0.7,i,i,i,-2.5,-0.6,i,i
COc1cc(OC)c([N+](=O)[O-])cc1/C=N/NC(=O)c1ccncc1,i,i,i,4.6,i,i,i,-14.5,-4.0,i,i
COc1ccc(NS(=O)(=O)Cc2ccccc2)cc1OC,i,i,i,x,i,i,i,-10.4,-12.4,i,i
C/C(=C\c1ccccc1)CN1CCN(Cc2ccc(C)o2)C(CCO)C1 (stereo not given),i,i,i,-4.2,i,i,i,-14.0,-2.1,i,i
Cc1cc(=O)oc(C)c1C(=O)N1CCCCC1,i,i,i,-5.2,i,i,i,-10.9,2.1,i,i
Cc1cc(C)c(C)c(/C=C(/C#N)C(N)=S)c1C,i,i,i,7.1,i,i,i,-0.9,-3.5,i,i
CC(=O)Nc1ccc(NC(=O)[C@H](C)NC(=O)c2ccco2)cc1,i,i,i,-2.4,i,i,i,-11.1,-1.7,i,i
O=C(CNS(=O)(=O)c1ccccc1)Nc1ccccc1Br,i,i,i,-5.1,i,i,i,-3.8,-4.1,i,i
Cc1ccc(-n2cc3ccc([N+](=O)[O-])cc3n2)cc1,i,i,i,4.5,i,i,i,-8.9,-7.4,i,i
COc1c(Cl)cc(Cl)cc1C(=O)Nc1ccc(CN2CCOCC2)cc1,i,i,i,-0.8,i,i,i,-1.1,-1.1,i,i
N#CCCn1c(SCC(=O)NCC2CCCO2)nc2ccccc21 (stereo not given),i,i,i,-0.7,i,i,i,-8.6,6.3,i,i
O=C1CN(S(=O)(=O)c2ccccc2C(F)(F)F)CCN1,i,i,i,6.1,i,i,i,-15.1,-4.8,i,i
COc1ccc(N)c2c1OCCC2=O,i,i,i,1.0,i,i,i,-3.6,-2.4,i,i
COc1ccc(Cl)cc1NC(=O)CCN1CCN(Cc2ccccc2)CC1,i,i,i,-3.3,i,i,i,-9.8,-5.0,i,i
CCOC(=O)c1ccc(NC(=O)CSc2nnc(CNC(=O)c3c(F)cccc3Cl)o2)cc1,i,i,i,-5.9,i,i,i,-2.3,6.2,i,i
COc1ccccc1N1CCN(S(=O)(=O)c2ccc(Br)s2)CC1,i,i,i,x,i,i,i,-10.3,6.0,i,i
COc1ccc(C2N(S(=O)(=O)c3ccc(C)cc3)CCN2S(=O)(=O)c2ccc(C)cc2)cc1,i,i,i,3.0,i,i,i,-16.2,-3.0,i,i
O=C(NN1CCOCC1)c1sc2cccc(F)c2c1Cl,i,i,i,-1.8,i,i,i,-15.4,-2.9,i,i
O=S1(=O)CCO[C@H]2Cc3ccccc3[C@H]2N1Cc1ccc(F)cc1,i,i,i,3.1,i,i,i,-11.9,0.6,i,i
COc1ccc2c(-c3ccccc3)cc(SCC(=O)NC3CCS(=O)(=O)C3)nc2c1 (stereo not given),i,i,i,-2.7,i,i,i,-7.3,-15.1,i,i
CCc1ccc(C(=O)/C=C/Nc2ccc(S(=O)(=O)Nc3cnc4ccccc4n3)cc2)cc1,i,i,i,0.8,i,i,i,-8.6,27.7,i,i
Cc1ccc(-n2c(N)c(C(=O)N3CCOCC3)sc2=S)c(C)c1,i,i,i,8.4,i,i,i,-9.5,-1.5,i,i
O=C(c1cccc(F)c1)N1CCC(N2CCOCC2)CC1,i,i,i,0.2,i,i,i,-6.6,2.2,i,i
Fc1ccc(C(c2nnnn2CCc2ccccc2)N2CCCc3ccccc32)cc1 (stereo not given),i,i,i,-0.3,i,-9.11*,-8.29*,-5.5,24.1,i,i
COc1ccccc1N1C(=O)CC(Nc2ccc(N3CCOCC3)cc2)C1=O (stereo not given),i,i,i,10.4,i,i,i,-6.7,3.1,i,i
Clc1ccc(-c2noc(CN3CCOCC3)n2)cc1,i,i,i,-3.2,i,i,i,-1.4,2.8,i,i
CCn1c(COc2ccccc2C)nnc1SCC(=O)NC1CCCC1,i,i,i,-7.3,i,i,i,-8.5,-5.8,i,i
CNS(=O)(=O)c1cc(NC(=O)c2cccc3cccnc23)ccc1C,i,i,i,-1.2,i,i,i,-4.5,2.6,i,i
Cc1ccc(Sc2ncccc2/C=N/O)cc1,i,i,i,-0.9,i,i,i,-7.8,-5.2,i,i
CCOCCCNC(=O)C1CCN(C(=O)N(C)C)CC1,i,i,i,-5.3,i,i,i,3.5,1.0,i,i
COc1ccc(C)cc1NC(=O)C(OC(=O)c1cnc(C)cn1)c1ccccc1 (stereo not given),i,i,i,-2.4,i,i,i,-8.5,9.5,i,i
Cc1nc2nc(COc3ccccc3)[nH]n2c(=O)c1C,i,i,i,-5.0,i,i,i,-4.8,2.2,i,i
COc1ccccc1-n1c(SCC(=O)N2CCOCC2)nc2ccccc2c1=O,i,i,i,0.1,i,i,i,-6.0,-2.2,i,i
COc1cc(C(=O)NC(c2ccccc2)c2ccccc2)cc(Cl)c1OC,i,i,i,-7.2,i,i,i,-7.4,-4.1,i,i
CC(C)NC(=O)/C(C#N)=C/c1ccc2c(c1)OCCO2,i,i,i,x,i,i,i,-3.5,-0.3,i,i
CCCn1c(C(C)Nc2nc(-c3cccc(Br)c3)cs2)nc2ccccc21 (stereo not given),i,i,i,5.0,i,i,i,-7.4,18.5,i,i
Cc1cc2c(cc(C(=O)OCC(=O)NCc3ccco3)n2C)s1,i,i,i,-3.0,i,i,i,0.5,10.9,i,i
Cc1ccnc(NC(=O)CNC(=O)c2cccs2)c1,i,i,i,-2.6,i,i,i,-14.1,-11.1,i,i
CC(C)n1ncc(N2CCOCC2)c(Cl)c1=O,i,i,i,-1.8,i,i,i,-4.0,-1.6,i,i
C[C@]12CCC3C(CC[C@H]4CC(O)CC[C@]34C)C1CC/C2=N/NC(=O)c1ccncc1 (stereo not given in full),i,i,i,-1.7,i,i,i,-4.5,2.6,i,i
Cc1ccc(NC(=O)NCc2cccnc2)cc1,i,i,i,-2.5,i,i,i,-2.7,2.1,i,i

# Another view of some results above.
Structure	KCNQ1 block	KCNQ1 act	RGS4 inh	HDAC3 inhib	TMEM16A act	KCNK3 block	KCNK9 block	hERG protect	SKKanGAS inh	ANO1 block	RGS4 pot
Cc1ccnc(NC(=O)CNC(=O)c2cccs2)c1	i	i	i	-2.6	i	i	i	-14.1	-11.1	i	i
CC(C)n1ncc(N2CCOCC2)c(Cl)c1=O	i	i	i	-1.8	i	i	i	-4.0	-1.6	i	i

# New compounds follow:
SMILES,KCNQ1 block,KCNQ1 act,RGS4 inh,HDAC3 inhib,TMEM16A act,KCNK3 block,KCNK9 block,hERG protect,SKKanGAS inh,ANO1 block,RGS4 pot
Cc1cc(OCC(=O)NCCc2ccc(Cl)cc2)c2c(C)cc(=O)oc2c1,i,i,i,-3.0,i,i,i,-10.2,8.7,i,i
Cc1ccc2nc(C)c(Cl)c(=O)n2c1,i,i,i,2.5,i,i,i,-6.3,-8.7,i,i
Cc1[nH][nH]c(=O)c1N=Nc1ccc(S(N)(=O)=O)cc1,i,i,i,4.2,i,i,i,-5.8,-2.2,i,i
Cc1nnc(SCC(=O)NC2CCCCC2C)s1 (stereo not given),i,i,i,-3.0,i,i,i,-19.4,5.4,i,i
Cc1[nH]n(-c2cccc3ccccc23)c(=O)c1C=Nc1ccc2[nH]c(=O)[nH]c2c1,i,i,i,14.2,i,i,i,-12.7,0.2,i,i
CCOC(=O)C1=C(O)/C(=C\c2ccc(O)c(OCC)c2)N=C1C,i,i,i,-1.0,i,i,i,-8.0,11.3,i,i
COc1ccc(CC(=O)Oc2ccc(C)cc2C)cc1,i,i,i,2.1,i,i,i,-4.3,10.4,i,i
CC(=O)Nc1ccc2c(c1)nc(CCN1CCN(c3ccccn3)CC1)n2C,i,i,i,4.9,i,i,i,-10.1,-0.4,i,i
CC(C)CN(C(=O)c1cccc([N+](=O)[O-])c1)c1c(N)n(CC(C)C)c(=O)[nH]c1=O,i,i,i,0.6,i,i,i,-2.5,0.2,i,i
COc1ccc2nc(NC(=O)Nc3ccccc3OC)sc2c1,i,i,i,6.1,i,i,i,-7.8,-1.5,i,i
COc1ccc(C(=O)Cn2cnc3ccccc3c2=O)cc1,i,i,i,-1.2,i,i,i,-5.4,2.1,i,i
CN1CCN(C(=S)C(=O)Nc2ccc(Br)cc2)CC1,i,i,i,13.1,i,i,i,-3.2,-0.8,i,i
CCCc1nn(C)c(C(=O)Nc2ccc(C(C)(C)C)cc2)c1Cl,i,i,i,-2.1,i,i,i,-2.3,11.0,i,i
Cc1cc(C)c2oc(C(=O)N(Cc3ccc(F)cc3)C3CCS(=O)(=O)C3)cc(=O)c2c1 (stereo not given),i,i,i,-11.6,i,i,i,-5.2,2.2,i,i
Cc1c(C(N)=O)sc2ncn(CC(=O)OC(C)C)c(=O)c12,i,i,i,5.3,i,i,i,-8.0,8.8,i,i
CCCCOC(=O)Nc1nc2ccc(OC)cc2s1,i,i,i,-6.7,i,i,i,1.2,21.6,i,i
O=C(NCc1ccco1)c1cc(-c2cccnc2)nc2ccccc12,i,i,i,1.2,i,i,i,-18.0,-15.6,i,i
COc1ccc(N(CC(=O)NCc2ccc(C)cc2)S(=O)(=O)c2c(C)[nH]c(=O)[nH]c2=O)cc1,i,i,i,x,i,i,i,-3.7,0.7,i,i
